Source: PubChem BioAssay (Broad Institute)
CD40 NFkB inh – CD40 pathway inhibition in BL2 cells; BL2 NF-kB luciferase reporter, CD40L-induced, 4 h; inhibition, % at 10 µM; 0.94% of 83,000 active;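 active = mean inhibition of at least 50% with a set share of replicates also reaching that level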;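 also: 0% = neutral control wells and 100% = IKK inhibitor VII at 50 µM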
The depositor's hits bear a star; & = joins results of further samples; [ ] = dose if it differs, or a comment. An excerpt; the hit share may differ from the screen's.

CD40 NFkB inh | mol
-15.7 | C/C(=N\NC(=O)c1cccc([N+](=O)[O-])c1)c1ccco1
1.3[25 µM] | N#C[C@H]1[C@H](c2ccccc2-c2ccccc2F)[C@@H](CO)N1C(=O)C1CCC1
6.8 | CC(=O)Nc1sc(C)c(C)c1C(=O)OCC(=O)N(C)C1CCS(=O)(=O)C1 (stereo unspecified)
-4.6 | CCOc1ccc(OCCC(=O)OCC(=O)c2c(N)n(C)c(=O)n(C)c2=O)cc1
-1.3 | CCCCn1c(N)c(N(CCOC)C(=O)c2cc(-c3ccccc3)nc3ccccc23)c(=O)[nH]c1=O
-35.3 | CCCCc1nc2cc(C(=O)NCCc3cnn(C)c3)ccc2o1
14.6 | CCCNC(=O)c1cccc(COCC(F)(F)F)c1
5.3 | Cc1cc(-n2nc(C)cc2C)nc(N)n1
9.7 | CCn1c(CNC(=O)Cc2ccc(OC)cc2)nnc1SCCOc1ccccc1
32.4 | N#C[C@H]1[C@@H](c2ccc(C#Cc3ccccc3F)cc2)[C@@H](CO)N1C(=O)C1CC1
6.6 | CC1=NCCN1S(=O)(=O)c1c(C(C)C)cc(C(C)C)cc1C(C)C
-43.3 | CCOc1ncccc1C(=O)OCC(=O)Nc1ccc2c(c1)OCCO2

An excerpt of these results, with each value named:
CCCCc1nc2cc(C(=O)NCCc3cnn(C)c3)ccc2o1
  CD40 NFkB inh: -35.3
N#C[C@H]1[C@@H](c2ccc(C#Cc3ccccc3F)cc2)[C@@H](CO)N1C(=O)C1CC1
  CD40 NFkB inh: 32.4

Next part:
CD40 NFkB inh | mol
-33.3 | CCn1c(C)nc2cc(C(=O)OC)ccc21
-7.9&13.4[25 µM] | COc1cc(CN2C[C@@H]3N[C@H](C2)C3c2ccc(-c3cncnc3)cc2)cc(OC)c1 (stereo partly specified)
11.0 | CS(=O)(=O)N1CCC(Oc2ccccc2C(=O)NC2CCOC2)CC1 (stereo unspecified)
-5.4 | CCCN1CNC(=S)N(c2ccccc2C)C1
9.5 | COc1ccc(NC(=O)c2cccs2)cc1C(=O)N1CCN(c2ccccc2)CC1
12.5 | CCC(CC)C(=O)Nc1cc(NC(=O)C(CC)CC)cc(C(=O)O)c1
6.2[25 µM] | COc1ccccc1CNC(=O)C[C@H]1C[C@@H]2c3cc(NS(=O)(=O)c4ccc(F)cc4)ccc3O[C@@H]2[C@@H](CO)O1
9.0[25 µM] | CCc1cnc(N2[C@H](C#N)[C@@H](c3ccc(C#CC(C)C)cc3)[C@@H]2CO)s1
-0.2[25 µM] | N#C[C@@H]1[C@H](c2ccc(C3=CCCCC3)cc2)[C@@H](CO)N1C(=O)CN1CCOCC1
7.8 | Cc1cc(Cl)ccc1C(=O)C1CCCN(C(=O)c2cccc(N3CCCC3=O)c2)C1 (stereo unspecified)
13.3 | COC(=O)c1c(C)oc2ccc(OC(=O)N3CCOCC3)cc12
3.0 | CC(C)N(C(=O)COC(=O)CCC(=O)c1cccs1)c1ccccc1
7.3 | O=C(Nc1ccn(Cc2cccc3ccccc23)n1)c1cccnc1
16.7 | O=S(=O)(Nc1nc2ccccc2nc1NCCN1CCOCC1)c1cccc(Cl)c1
-2.5 | Cc1ccc(COC(=O)CCN=C2NS(=O)(=O)c3ccccc32)cc1
11.5 | COc1ccc(C2(CNC(=O)Cc3ccc(OC)c(OC)c3)CCOCC2)cc1
-7.8 | O=C(NC1CCCCC1)C1CCN(S(=O)(=O)N2CCOCC2)CC1
14.7 | Cc1cnc(C=NNC(N)=S)c2cccc(N)c12
-37.7 | CCOC(=O)c1c(Cc2ccccc2)c[nH]c1C
9.0 | O=C(CC(=O)NN=Cc1ccc2c(c1)CCC2)NN=Cc1ccc2c(c1)CCC2
8.9 | CC1CN(C(=O)N2CCOCC2)CCN1C(=O)N1CCOCC1 (stereo unspecified)
46.5[25 µM] | CCCNC(=O)N1[C@@H](C#N)[C@@H](c2ccc(-c3cccc(OC)c3)cc2)[C@@H]1CO
10.7 | CCOc1ccc(NC(=O)CN(C)C(=O)c2c(C)noc2C)cc1OCC
2.3 | CC(=O)c1sc(C(C)(C)C)cc1NC(=O)CCC(=O)O
1.8 | CC(=O)N1c2ccc(S(=O)(=O)N3CCCC3C(=O)Nc3ccc(C)cc3)cc2CC1C (stereo unspecified)
-1.5[25 µM] | O=C(C[C@H]1C[C@H]2c3cc(NC(=O)C4CCOCC4)ccc3O[C@H]2[C@H](CO)O1)NCCN1CCCCC1
-17.7 | Cc1ccc(C)c(OCCC(=O)N2CCN(S(=O)(=O)c3cc(F)ccc3F)CC2)c1
-5.0 | Cc1ccc(NC(=O)C2CSC3(C)CCC(=O)N23)cc1S(=O)(=O)N1CCOCC1 (stereo unspecified)
-13.1[25 µM] | O=C(C[C@@H]1CC[C@@H]2[C@H](COC[C@H](O)CN2Cc2cccc(Cl)c2)O1)NCc1cccc(F)c1
8.5 | COC(=O)Nc1ccc(S(=O)(=O)NCCO)cc1
3.3 | CCCN1C(=O)/C(=N\OCC(=O)NCC(F)(F)F)c2ccccc21
-19.9 | Cc1cc(C)nc(-n2nc(C)cc2NC(=O)CN2CCc3ccccc3C2)n1
10.8 | COc1ccc(CCNC(=O)C2CCCN(S(=O)(=O)c3ccccc3)C2)cc1 (stereo unspecified)
-0.8 | Cc1onc(-c2ccccc2)c1C(=O)Nc1cccnc1
-5.1 | O=C(N[C@@H]1CC[C@H](CCn2cc(-c3ccccc3F)nn2)O[C@@H]1CO)c1ccc2c(c1)OCO2
-3.5[25 µM] | COc1ccccc1NC(=O)N1C[C@@H](O)COC[C@@H]2O[C@H](CC(=O)NCCc3ccncc3)CC[C@H]21
9.6[25 µM] | N#C[C@@H]1[C@H](c2ccccc2-c2ccc(F)cc2)[C@@H](CO)N1C(=O)Cc1ccccc1
4.5 | Cc1cccc(C)c1NC(=O)COC(=O)c1cc(-c2cccnc2)nc2ccccc12
-16.0 | Cc1ccccc1Nc1nc(N)nc(COC(=O)c2nn(C)c(=O)c3ccccc23)n1
4.7 | O=C(CCN=C1NS(=O)(=O)c2ccccc21)N1CCc2ccccc2C1
-2.2 | CCCN1CCc2c(sc(NC(=O)C3CCN(S(=O)(=O)c4cccs4)CC3)c2C(N)=O)C1
-3.2 | O=C(NCc1cccnc1)C1CCN(S(=O)(=O)c2cc([N+](=O)[O-])ccc2Cl)CC1
-10.3 | COc1ccc(C(=O)C2CCCCC2=O)cc1 (stereo unspecified)
11.1 | Cc1sc2ncnc(N3CCN(CCOc4ccc(Cl)cc4)CC3)c2c1C
42.6 | O=C(C1CCCC1)N1CC(=O)N2[C@H](CO)[C@@H](c3ccc(C#CCc4ccccc4)cc3)[C@H]2C1
2.3 | O=C(OCCCOC(=O)c1ccc(Br)o1)c1ccc(Br)o1
6.4 | NC(=O)C1CCN(C(=O)c2ccc(Oc3cc(Cl)cc(Cl)c3)o2)CC1
12.7 | CN1C(=O)/C(=C/c2ccc(O)c([N+](=O)[O-])c2)N(C)C1=S
-13.1 | Cc1ccccc1C(=O)N1CCC(C(=O)Nc2nccs2)CC1
7.3 | COc1ccc(C(=O)NC2CC2)cc1OC1CCN(Cc2ccccc2)CC1
0.6 | COc1cccc(C(=O)N2CCN(c3ccc(N4CCOCC4)nn3)CC2)c1
-55.2 | COc1ccc(C(C)(O)c2nc(-c3cccc(C(=O)O)c3)cs2)cc1 (stereo unspecified)
5.9 | COc1ccc(OC)c(S(=O)(=O)NC2CC(=O)N(c3ccc(C)c(C)c3)C2)c1 (stereo unspecified)
4.9 | O=C(C1CCC1)N1CCc2cc(S(=O)(=O)NC3CCCC3)ccc21
16.7 | O=C1NC(=O)C2C3OC(C(Br)C3Br)C12 (stereo unspecified)
4.9[25 µM] | N#C[C@H]1[C@H](c2ccc(C3=CCCC3)cc2)[C@H](CO)N1c1nc(-c2ccccc2)cs1
-1.3 | Clc1nc(CN2CCOCC2)nc2sc3c(c12)CCC3
15.7 | CCCCCn1c(CNC(C)=O)nc2ccccc21
-105.4 | CC1CCc2c(sc(NC(=O)C3CCCO3)c2C#N)C1 (stereo unspecified)
-4.7 | Nn1c(SCCOc2ccccc2)nnc1-c1cccnc1

Structural class: those above containing an aryl thioether with sulfur outside any ring (2)
CD40 NFkB inh | mol
9.7 | CCn1c(CNC(=O)Cc2ccc(OC)cc2)nnc1SCCOc1ccccc1
-4.7 | Nn1c(SCCOc2ccccc2)nnc1-c1cccnc1

2 entries picked at random from those above, as already listed:
CD40 NFkB inh | mol
15.7 | CCCCCn1c(CNC(C)=O)nc2ccccc21
-55.2 | COc1ccc(C(C)(O)c2nc(-c3cccc(C(=O)O)c3)cs2)cc1 (stereo unspecified)

Continued:
CD40 NFkB inh | mol
-1.2 | Cn1c(=O)[nH]c(=O)c2c1nc(Sc1ncccn1)n2CCCc1ccccc1
11.7 | O=C(O)CNc1nc(-c2ccccc2)nc2c1oc1ccccc12
-17.3 | CC(C)CN1CCNC(=O)C1CC(=O)NCc1cnn(-c2cccc(F)c2)c1 (stereo unspecified)
-5.9 | O=C(NC1CCC1)[C@@H]1[C@@H](CO)[C@@H]2Cn3c(ccc(C4=CCCC4)c3=O)[C@@H]2N1C(=O)C1CCCC1
0.7 | O=C(CCNC(=O)c1ccccc1)NC1CCCc2ccccc21 (stereo unspecified)
-3.6[25 µM] | O=C(CCN1CCCCC1)N[C@H]1CC[C@@H](CC(=O)N2CCC(Cc3ccccc3)CC2)O[C@H]1CO
7.5 | CCOC(=O)c1c(NC(C)=O)sc2c(OC(C)=O)cccc12
-10.8[25 µM] | CN(C)C(=O)c1cccc(-c2ccccc2[C@H]2[C@H](C#N)N(C(=O)C3CC3)[C@H]2CO)c1
1.0[25 µM] | CCN1[C@H](C(=O)N(C)C)[C@@H](CO)[C@@H]2Cn3c(ccc(-c4cccc(C(=O)N(C)C)c4)c3=O)[C@@H]21
13.0 | CC1CC(C)CN(C(=O)CN2C(=O)NC3(CCCCCCC3)C2=O)C1 (stereo unspecified)
10.9[25 µM] | COc1ccccc1C(=O)N1C[C@H]2[C@@H](c3ccccc31)[C@H](CO)N2C(=O)C1CCOCC1
5.4 | COc1ccc(NC(=O)C2OCCc3ccccc32)c(OC)c1 (stereo unspecified)

The last 6 records of the section before open the next one:
CD40 NFkB inh | mol
7.5 | CCOC(=O)c1c(NC(C)=O)sc2c(OC(C)=O)cccc12
-10.8[25 µM] | CN(C)C(=O)c1cccc(-c2ccccc2[C@H]2[C@H](C#N)N(C(=O)C3CC3)[C@H]2CO)c1
1.0[25 µM] | CCN1[C@H](C(=O)N(C)C)[C@@H](CO)[C@@H]2Cn3c(ccc(-c4cccc(C(=O)N(C)C)c4)c3=O)[C@@H]21
13.0 | CC1CC(C)CN(C(=O)CN2C(=O)NC3(CCCCCCC3)C2=O)C1 (stereo unspecified)
10.9[25 µM] | COc1ccccc1C(=O)N1C[C@H]2[C@@H](c3ccccc31)[C@H](CO)N2C(=O)C1CCOCC1
5.4 | COc1ccc(NC(=O)C2OCCc3ccccc32)c(OC)c1 (stereo unspecified)
3.2 | O=C(COc1ccccc1Cc1ccccc1)Nc1cccnc1
6.8 | O=S1(=O)NC(=NCCOCCO)c2ccccc21
-17.6 | CC(=O)Nc1ccc(-c2csc(NNC(=O)c3ccc(C)cc3)n2)cc1
6.4 | CCSc1nc(N2CCCCC2)c2c(c1C#N)CCCC2
-2.0 | O=C(CCCc1ccccn1)c1cccc2ccccc12
75.1* | O=C(N/N=C/c1cccc(O)c1)c1ccc2c(c1)OCCO2
10.5[25 µM] | O=S(=O)(c1ccccc1F)N1[C@@H]2CNC[C@H]1C2c1ccc(-c2cncnc2)cc1 (stereo partly specified)
-16.4 | CCN1C(=O)c2cccc3c(NC(=O)c4ccc5c(c4)OCCO5)ccc1c23
-6.0 | COc1cc(/C=N/NC(=O)c2ccc(CSc3nncn3C)cc2)ccc1OCC(=O)N1CC(C)OC(C)C1 (stereo unspecified)
1.1&0.2 | CN(C)C(=O)c1ccc(-c2ccc(C3[C@@H]4CN(C(=O)Cc5ccccc5)C[C@H]3N4)cc2)cc1 (stereo partly specified)
0.0 | O=C(O)C(Oc1ccc2ccccc2c1)c1ccccc1 (stereo unspecified)
-1.9 | COc1cccc(NC(=O)N(C)C[C@@H]2OCc3ccccc3-c3c(n(C)c4ccccc34)C(=O)N([C@H](C)CO)C[C@@H]2C)c1
11.5 | COc1ccc(CC(=O)Nc2ccc(C(=O)O)cc2NC(=O)Cc2ccc(OC)cc2)cc1
-1.0 | COc1ccccc1CNC(=O)CC(C)C
-4.7 | CCOC(=O)CNS(=O)(=O)c1ccc(C(=O)O)cc1
13.6 | COc1cc(NC(=O)N[C@H](C(=O)O)C(C)C)cc(OC)c1
7.1 | COc1ccc2c3c(n(C)c2c1)[C@H](CO)N(CC1CC1)CC31CCN(C(=O)Nc2ccc(F)cc2F)CC1
8.0[25 µM] | COc1ccccc1NC(=O)N1CC(=O)N2[C@H](C1)[C@H](c1ccc(-c3cccc(C)c3)cc1)[C@@H]2CO
-0.8[25 µM] | COc1ccc2c3c(n(C)c2c1)[C@H](CO)N(S(C)(=O)=O)CC31CCN(C(=O)c2ccccn2)CC1
-8.8 | COc1ccc(/C=N/NC(=O)c2ccc3nc[nH]c3c2)c(OC)c1
6.7 | O=C(NCC1COc2ccccc2O1)c1ccc(Cl)c(S(=O)(=O)N2CCCC2)c1 (stereo unspecified)
9.7 | CC(C)c1cc(CNC(=O)CC2C(=O)NCCN2CC2CCCCC2)on1 (stereo unspecified)
-1.9[25 µM] | O=C(c1ccncc1)N1CC[C@@H]2[C@H]1c1cc(Br)ccc1N[C@@H]2CO
9.3 | CC1(C(=O)NS(=O)(=O)c2ccc3c(c2)CCO3)CCN1C(=O)CCC1CCCC1 (stereo unspecified)
19.7 | CC1=CC(C)(C)Nc2ccc(C)cc21
-3.1 | CC(C)(C)c1ccc(NC(=O)C2=CN3CCS(=O)(=O)N=C3C=C2)cc1
-51.4 | c1ccc(-c2nnc(CSc3nncs3)o2)cc1
6.4 | CC(=O)Oc1ccc2nc(-c3ccco3)oc(=O)c2c1
7.4 | C[C@H](NC(=O)c1ccco1)C(=O)OCC(=O)N1CC(=O)Nc2ccccc21
11.8 | Cc1ccc(C)c([N+](=O)[O-])c1
4.7 | O=C(NCCCn1ccnc1)c1c(F)cccc1F
-63.3 | Cc1ccc(C(=O)OCC(=O)N2CCCCCC2)c(O)c1
16.7 | Cc1ccc(C)c(NC(=O)c2ccccc2C(=O)c2ccccc2)c1
